DDE Tn7 FP inh: disrupts Tn7 cyclic peptide binding to fibrin D-Dimer-E complex | P02675 | FP displacement of FITC-Tn7 peptide from fibrin DD(E); 0% = median of compound wells per plate | inhibition, % at 8.3 µM | 370,000 compounds, 0.13% hits | AID 720508;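 active means inhibition above the mean of compounds falling within the control limits plus 3 SD of them, cut at about 14% in these data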;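 further: 0% = plate median of compound wells and 100% = 10 µM Aha-Tn7 peptide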
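Test system: human clot-derived fibrin DD(E) complex / Quantity: 2 µM final DD(E) protein / Incubation: 10 min plus 3 h, room temperature / Measured by: fluorescence polarization / Benchmarks: high control of 10 µM Aha-Tn7 peptide / Replicates: singlicate testing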
LEDGF integ inh: blocks HIV-1 LEDGF/p75-dependent DNA integration. 370,000 compounds, 0.64% hits. TR-FRET IN-LEDGF/p75 DNA integration, Eu/Cy5. inhibition, % at 3.7 µM;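 active means inhibition above the screen-wide mean plus 3 SD, cut at about 13% in these data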;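 further: signal is the Cy5 over europium emission ratio at 671 and 618 nm; 0% = plate median of compound wells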
HTRA1 inh: HTRA1 (human) protease inhibition; 340,000 compounds, 0.5% hits; inhibition, % at 5.96 µM; AID 504803; recombinant HTRA1, FP-rhodamine activity-based probe, fluorescence polarization; Q92743; in the data active means inhibition above about 36%;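 further: 0% = enzyme with DMSO and 100% = wells lacking enzyme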
Target sequence (Q92743 whole entry, looked up): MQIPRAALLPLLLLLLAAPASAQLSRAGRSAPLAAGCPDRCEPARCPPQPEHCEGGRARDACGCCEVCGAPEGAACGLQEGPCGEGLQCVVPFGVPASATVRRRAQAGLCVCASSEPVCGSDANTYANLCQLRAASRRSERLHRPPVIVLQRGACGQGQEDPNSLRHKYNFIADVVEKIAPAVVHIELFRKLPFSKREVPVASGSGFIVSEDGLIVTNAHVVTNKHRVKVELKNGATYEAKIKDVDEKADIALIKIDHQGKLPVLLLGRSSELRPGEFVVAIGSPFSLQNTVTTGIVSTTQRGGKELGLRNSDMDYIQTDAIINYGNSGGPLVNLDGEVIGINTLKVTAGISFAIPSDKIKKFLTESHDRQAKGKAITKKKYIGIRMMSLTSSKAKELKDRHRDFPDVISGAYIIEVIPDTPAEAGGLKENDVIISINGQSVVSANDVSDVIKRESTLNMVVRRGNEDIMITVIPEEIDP
PRMT1 FP inh: inhibitors of human PRMT1. Q99873. recombinant PRMT1, activity-based probe fluorescence polarization. inhibition, % at 2.79 µM. 370,000 compounds, 1.3% hits. AID 652257;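 active means inhibition above about 21% made by adding two undisclosed values, limit read from the data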
PG9 Ab binder: small molecules binding HIV-1 gp120 antibody PG9 | 360,000 compounds, 0.43% hits | AID 624416 | inhibition, % at 6.7 µM | TR-FRET gp120-PG9 antibody binding; in the data active means inhibition above about 8.5%
TDP2 absorb: TDP2 (human) inhibition, absorbance primary screen | recombinant TDP2, T5PNP hydrolysis, p-nitrophenol absorbance 415 nm | inhibition, % at 12.8 µM | 370,000 compounds, 0.34% hits | AID 720702;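 active means inhibition above the mean of all tested compounds plus 3 SD, set per campaign, cut at about 25% in these data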;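 further: 0% = DMSO with enzyme and 100% = buffer with substrate but no TDP2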
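System – recombinant human TDP2 · Amount – 120 nM TDP2 per well · Buffer or medium – Mg2+-containing Tris-HCl buffer, pH 7.5 · Reagent – T5PNP substrate, 5 mM · Dosing – 12.8 µM single point, 1% DMSO · Incubation – 2 h at 37 °C · Measured by – epi absorbance · Read-out basis – percent inhibition · Benchmarks – high control without enzyme, low control DMSO plus TDP2 · Repeats – singlicate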
TCR CD3 inh: inhibitors of human TCR-CD3 interaction. TAMRA-labeled TCR probe fluorescence, biochemical. inhibition, % at 9.4 µM. 360,000 compounds, 0.37% hits; in the data active means inhibition above about 19%;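 further: recombinant mutant TCR 2C K166C tagged with TAMRA read by polarization; 0% = receptor in buffer alone and 100% = receptor with positive control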
SIAE inh: blocks human sialic acid acetylesterase | SIAE FP-Rh probe binding, fluorescence polarization | inhibition, % at 9.66 µM | 370,000 compounds, 0.69% hits;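 active means inhibition above a cutoff: mean of compounds within the control limits plus 3 SD of those, cut at about 17% in these data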;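 further: 0% = plate median of compound wells and 100% = probe without SIAE protein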
Target sequence (Q9HAT2 whole entry, looked up): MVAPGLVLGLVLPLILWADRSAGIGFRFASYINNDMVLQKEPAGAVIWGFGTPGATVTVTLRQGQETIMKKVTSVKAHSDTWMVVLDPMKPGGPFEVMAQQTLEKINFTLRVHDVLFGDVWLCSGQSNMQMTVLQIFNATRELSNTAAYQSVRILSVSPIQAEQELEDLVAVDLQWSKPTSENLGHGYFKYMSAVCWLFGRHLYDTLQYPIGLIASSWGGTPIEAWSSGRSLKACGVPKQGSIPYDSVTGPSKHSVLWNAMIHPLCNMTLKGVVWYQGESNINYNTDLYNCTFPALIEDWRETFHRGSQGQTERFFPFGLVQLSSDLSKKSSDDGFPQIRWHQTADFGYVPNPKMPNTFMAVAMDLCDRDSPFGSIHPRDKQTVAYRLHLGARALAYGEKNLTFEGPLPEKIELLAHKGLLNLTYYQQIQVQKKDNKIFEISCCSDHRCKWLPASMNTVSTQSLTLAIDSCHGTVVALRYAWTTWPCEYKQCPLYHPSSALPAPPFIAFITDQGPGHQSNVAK
ABHD4 inh: ABHD4 (mouse) inhibition, primary FP screen; AID 720543; Q8VD66; inhibition, % at 8.92 µM; 370,000 compounds, 0.54% hits; purified mABHD4, FP-Rh probe fluorescence polarization;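 active means inhibition exceeding the mean over every tested compound plus 3 SD, cut at about 30% in these data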;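 further: 0% = plate median of compound wells and 100% = S159A mutant with DMSO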
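Test system: mouse ABHD4 enzyme, wild type. Reagent: FP-Rh fluorescent activity-based probe, added after compound pre-incubation. Timing: pre-incubation 45 min, probe exposure 60 min, at 25 °C. Technique: FP readout, ex 525 nm / em 598 nm. Benchmarks: high control S159A mutant with DMSO, low control median of compound wells.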
UHRF1 binding: human UHRF1 methylated DNA binding inhibitors | 370,000 compounds, 0.75% hits | inhibition, % at 4.4 µM | AID 687016 | Q96T88 | UHRF1 binding to methylated oligo, TR-FRET; in the data active means inhibition above about 21%;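 further: UHRF1 SRA domain binding a hemimethylated CpG hairpin DNA probe; 0% = median of test compound wells and 100% = reference inhibitor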
* marks the source's active call; other numbers are inactive results; nt = no result given.

SMILES	DDE Tn7 FP inh	LEDGF integ inh	HTRA1 inh	PRMT1 FP inh	PG9 Ab binder	TDP2 absorb	TCR CD3 inh	SIAE inh	ABHD4 inh	UHRF1 binding
COCC(=O)Nc1ccccc1C#N	-4	0	-5	-2	-0.3	-16	0	0	5	-1
COc1ccc(NC(=O)c2cc(S(=O)(=O)N3CCCCC3)ccc2OC)cc1	-10	2	-9	-1	0.1	-20	3	4	-4	4
COc1cc(/C=C/C(=O)O)cc(S(=O)(=O)Nc2ccc3c(c2)CCC3)c1OC	7	0	6	2	-2.6	-3	-6	-6	17	-2
Cn1cccc1CC(=O)NNC(=S)NC(=O)c1ccc(F)cc1	-2	-2	7	12	0.0	0	3	0	8	-1
CSc1ccccc1C(=O)OCC(=O)Nc1c(C)n(C)n(-c2ccccc2)c1=O	6	-2	-2	5	1.5	-4	-1	2	-5	4
CCn1c2ccccc2c2cc(NC(=O)COC(=O)c3cccc(F)c3F)ccc21	3	-1	nt	3	nt	-3	nt	-1	0	0
COc1ccc(C(CNC(=O)C(C)(C)Oc2ccc(Cl)cc2)N2CCOCC2)cc1 (centres undefined)	-2	3	4	-3	-0.2	-24	-10	-3	-8	5
O=C(NCC(=O)N1CCCC1)c1cccs1	4	1	1	-3	0.8	-1	-8	-4	3	0
COc1ccc2nc(NC(=O)c3c(C)noc3C)sc2c1	3	-3	7	1	1.7	-8	-2	-8	-2	-4
Cc1ccc(N2CCN(C(=O)c3ccccc3F)CC2)c(C)c1	6	-1	-5	4	-1.7	5	-8	0	0	4
S=C(NCC(c1ccco1)N1CCCC1)Nc1ccccc1 (centres undefined)	-5	2	4	1	-1.1	9	9	4	4	0
Cc1sc2nc(SCc3nc(-c4ccccc4)no3)n(-c3ccccc3)c(=O)c2c1C	-10	0	3	1	-1.1	-4	-3	2	-3	1
CN(CC(=O)Nc1ccc(F)cc1)C(=O)c1ccccc1Sc1ccccc1C#N	-3	0	-6	2	-1.9	4	1	2	1	-2
CC(=O)Nc1ccc(NC(=O)C(C)OC(=O)CCCOc2ccc(Cl)c(C)c2)cc1 (centres undefined)	2	-3	-11	1	-0.1	4	6	-1	-6	0
Cc1c([N+](=O)[O-])c(C/C=N/O)nn1C	-9	4	0	1	-3.4	-7	-1	4	-1	-1
Cc1ccccc1N(CC(=O)O)S(C)(=O)=O	-4	1	-2	4	2.9	3	-1	-2	0	8
CSc1nc(O)c(C(c2ccccc2)c2c(O)nc(SC)[nH]c2=O)c(=O)[nH]1	-7	6	-2	0	-2.8	5	5	1	4	4
Cc1cc(C)nc(-n2nc(C)c3c(C(F)(F)F)cc(=O)[nH]c32)n1	-1	-1	0	-2	-0.4	2	5	0	4	0
C/C(=N\NC(=O)c1ccc(COc2ccccc2)cc1)c1ccncc1	1	-3	-18	0	-3.3	8	6	2	-6	-3
COc1ccc(NC(=O)CC(CC(=O)O)c2cc(OC)c(OC)c(OC)c2)cc1 (centres undefined)	-2	-1	1	-2	1.0	7	-1	0	-4	-2

A few values from the results shown.
`Cc1sc2nc(SCc3nc(-c4ccccc4)no3)n(-c3ccccc3)c(=O)c2c1C` @ HTRA1 inh = 3
`O=C(NCC(=O)N1CCCC1)c1cccs1` @ UHRF1 binding = 0

(list continues)
SMILES	DDE Tn7 FP inh	LEDGF integ inh	HTRA1 inh	PRMT1 FP inh	PG9 Ab binder	TDP2 absorb	TCR CD3 inh	SIAE inh	ABHD4 inh	UHRF1 binding
Cc1cccc(NC(=S)N=Nc2c(O)[nH]c3ccccc23)c1	3	-11	-1	-8	0.1	-22	-6	5	5	-1
CSc1ncccc1C(=O)NC1CCCc2c1cnn2-c1ccc(C)c(C)c1 (centres undefined)	-1	1	-3	-6	-1.4	-7	5	-6	-12	16
CCc1nn(CCCC(=O)NCc2ccc(C)cc2)c(=O)c2cc3occc3n12	3	-1	2	-1	-0.5	6	4	10	4	-5
COCCCn1cc(C(=O)c2cc(OC)ccc2OCC(=O)N2CCCCC2C)cc(C#N)c1=O (centres undefined)	-3	1	4	-2	-0.1	-6	6	2	0	-4
C=CCn1c(O)c(N=Nc2ccccc2)c2ccccc21	-5	-4	5	3	-2.7	3	2	2	0	0
CCn1nc(C)c(CNCc2cn[nH]c2-c2cc3ccccc3o2)c1C	-5	-6	-3	4	-2.8	-14	-2	2	-2	-2
Cc1ccc(CNC(=O)Nc2ccc(F)cc2F)n1C	2	-4	3	1	-0.8	2	6	0	6	-4
O=S(=O)(c1cccc(S(=O)(=O)N2CCOCC2)c1)N1CCCCCC1	2	3	2	-4	-1.6	-10	1	-9	-2	-3
Cc1ccc2c(C(=O)N3CCN(c4ccccc4)CC3)cc(-c3cccnc3)nc2c1C	3	1	-6	0	0.4	-2	2	-10	-3	1
COc1ccc(C(=O)NCC(=O)N/N=C(\C)Cc2ccccc2)cc1	-1	1	6	1	-1.0	-4	-6	6	0	3
O=C(CCCCCBr)N1CCC(CC2CC(c3ccc(Cl)cc3)=NO2)(C(=O)NCC2CCCCC2)CC1 (centres undefined)	-11	1	-6	-2	-0.9	-5	0	-9	2	0
CCC(C)OC(=O)C1C(c2ccccc2)C(C(=O)O)C1c1ccccc1 (centres undefined)	8	0	-6	1	2.2	-1	-10	-8	4	1
COc1ccc(NC2=Nc3ccccc3N3C2=Nc2c(c(C)nn2-c2ccc(C)cc2)C3c2cccnc2)cc1 (centres undefined)	-4	3	4	0	-3.7	-14	11	8	6	2
COc1ccc(CNS(=O)(=O)c2ccc(F)cc2Br)cc1	1	-3	0	-1	-1.3	-7	5	5	-1	-1
COC(=O)CCC(=O)N1CCc2cc(S(=O)(=O)N3CCN(c4ccccc4Cl)CC3)ccc21	3	0	0	1	-3.0	-2	8	0	1	0
CCOc1ccccc1N1CCN(C(=O)CCCc2nc3ccccc3s2)CC1	1	-9	-2	4	-1.4	-16	10	5	-13	6
CC(CCc1ccccc1)NC(=O)COC(=O)CC1CC2CCC1C2 (centres undefined)	-4	1	-8	1	0.2	-9	7	-4	2	3
CC(C)NC(=O)c1cc2c(s1)CCCC2	2	-1	0	2	0.5	-5	-5	1	2	0
CC(=O)N1CCC(=O)N(C(C)C)c2ccccc21	8	1	10	2	2.4	2	3	0	1	3
Cc1csc(NC(=O)CSc2nnc(-c3cc(C)on3)o2)n1	2	6	16	18	-0.6	8	-6	4	3	-2
Nc1nonc1-n1nnc(C(=O)N/N=C/c2cccc(Cl)c2Cl)c1CN1CCCC1	4	-2	-5	4	1.7	0	-2	-8	3	0
O=C(COC(=O)c1ccc([N+](=O)[O-])o1)c1ccccc1	5	1	3	-1	-2.2	10	-5	-2	-6	-5
COc1ccc(OC)c2c1CC(C)(C)NC2=O	2	0	-5	0	-0.2	3	0	7	1	0
Cc1ccc(S(=O)(=O)NCCSc2ncccn2)cc1	9	3	-6	-2	0.0	5	4	0	4	-2
Fc1ccc(CSc2ccc3nnc(-c4cccnc4)n3n2)cc1	-1	2	7	0	0.8	2	4	-1	2	-4
Clc1ccc(CNc2ncnc3[nH]ncc23)cc1Cl	-2	1	-12	3	2.2	-4	4	0	6	0
COc1ccc(C(CNC(=O)c2ccc(NS(=O)(=O)c3ccccc3)cc2)N2CCOCC2)cc1 (centres undefined)	1	3	-4	2	-1.0	1	7	-9	-1	-1
OCCCN1c2ccccc2Nc2nnc(-c3ccccc3)cc21	1	0	-21	2	-2.0	-1	1	-10	-6	2
CCCc1nc2ccc(C)cn2c1Cc1cccc(Cl)c1	5	4	nt	0	-1.3	-6	-5	1	-1	20
COCCn1nnnc1C(c1ccc(OC)cc1OC)N1CCN(c2ccccc2)CC1 (centres undefined)	-2	-4	2	1	0.5	-5	-6	-7	-4	7

Fetched by compound from above:
SMILES	DDE Tn7 FP inh	LEDGF integ inh	HTRA1 inh	PRMT1 FP inh	PG9 Ab binder	TDP2 absorb	TCR CD3 inh	SIAE inh	ABHD4 inh	UHRF1 binding
Nc1nonc1-n1nnc(C(=O)N/N=C/c2cccc(Cl)c2Cl)c1CN1CCCC1	4	-2	-5	4	1.7	0	-2	-8	3	0
COCCn1nnnc1C(c1ccc(OC)cc1OC)N1CCN(c2ccccc2)CC1 (centres undefined)	-2	-4	2	1	0.5	-5	-6	-7	-4	7

(listing goes on)
SMILES	DDE Tn7 FP inh	LEDGF integ inh	HTRA1 inh	PRMT1 FP inh	PG9 Ab binder	TDP2 absorb	TCR CD3 inh	SIAE inh	ABHD4 inh	UHRF1 binding
CN(C(=O)C12CC3CC(CC(C3)C1)C2)C1(C)CCS(=O)(=O)C1 (centres undefined)	-3	-1	-1	0	1.1	-1	-1	3	4	0
OCCCNCc1ccc(-c2ccccc2)cc1	-2	-6	10	3	0.2	4	-5	-4	4	1
O=C(COc1ccc(Cl)cc1)NN=C1CCCCCCC1	-2	4	-3	-2	-0.8	-6	-7	0	-1	1
CNCCC=C1c2ccccc2CCc2ccccc21	1	4	2	8	0.8	-13	-8	-5	-5	7
NC(=O)c1ccc(NC(=O)CN2C(=O)NC3(CCCCCCC3)C2=O)cc1	-4	-2	3	-4	-0.8	-2	-4	3	0	2
O=C(NCC1CCCO1)c1cc(C(=O)C2CCCCC2)c[nH]1 (centres undefined)	-2	1	-3	0	-0.2	12	2	9	3	0
COc1ccccc1NC(=O)c1c(C)nn(-c2ccccc2)c1Cl	-6	0	-15	-3	-0.9	-1	11	-2	-2	2
Cc1csc(NC(=O)CCc2c(C)nc3cc(-c4ccc(Cl)cc4)nn3c2C)n1	2	1	-18	1	5.5	8	3	-2	-3	1
CC1CCN(c2ccc3c(c2)S(=O)(=O)c2cccc(C(=O)NCc4ccc(F)cc4)c2C3=O)CC1	2	2	-6	-1	-2.2	4	5	-10	2	0
O=C(CSc1nc2ncccc2[nH]1)Nc1ccc2c(c1)OCCO2	-1	-8	0	5	-0.5	-8	-5	0	-8	0
CSc1ccc(NC(=O)c2cccnc2)cc1C#N	-9	3	4	-2	0.7	-14	-6	-4	-5	1
COc1cc(OC)cc(C(=O)N(Cc2cc3cc(C)ccc3[nH]c2=O)C(C)C)c1	3	2	-1	-2	-0.3	-14	11	-3	1	-4
CC(=O)c1c[nH]c(C(=O)NCC2CCCO2)c1 (centres undefined)	-5	0	5	-2	-0.7	1	-1	-4	5	0
CN(C)C(=O)N1CCN(C(=O)N(C)C)CC1	-4	3	-3	-4	-0.9	-12	2	-1	4	0
CC(C)CNC(=O)C1CCN(Cc2ccc(OCc3ccccc3)cc2)CC1	-8	-1	-1	3	0.7	-2	-1	4	12	4
C=CCN1C(=O)C(Cc2cccc(Cl)c2)S/C1=N/N=C/c1ccco1 (centres undefined)	0	-1	-9	-2	0.0	-4	-4	2	3	3
O=C(CSc1ccc(-c2ccccc2)nn1)NCC1CCCO1 (centres undefined)	3	-6	2	8	-1.3	-10	-5	-1	-13	4
